Compound activity from PubChem BioAssay.
JMJD2E inh = qHTS Assay for Inhibitors of Human Jumonji Domain Containing 2E (JMJD2E) | JMJD2E catalytic domain, FDH-coupled NADH fluorescence (FDH is formaldehyde dehydrogenase) | Potency, µM (titrated, usually from 57.1 µM), inactives show top-dose activity change, negative = inhibition, hits mostly inhibitors | hit rate 1.6% among 230,000; active means well fitted inhibition curve with a large enough effect, not every such curve was filed as active; inconclusive means small, poorly fitted or top-dose-only effect, or another doubt; inactive means no such curve, though single readings can be large or run the other way;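 further: 0% = wells with enzyme and -100% = buffer wells without enzyme; nearly all actives have a fitted effect of over 50% in size; many of its hits are not listed in these tables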
Target sequence (B2RXH2 1-337 limits assumed): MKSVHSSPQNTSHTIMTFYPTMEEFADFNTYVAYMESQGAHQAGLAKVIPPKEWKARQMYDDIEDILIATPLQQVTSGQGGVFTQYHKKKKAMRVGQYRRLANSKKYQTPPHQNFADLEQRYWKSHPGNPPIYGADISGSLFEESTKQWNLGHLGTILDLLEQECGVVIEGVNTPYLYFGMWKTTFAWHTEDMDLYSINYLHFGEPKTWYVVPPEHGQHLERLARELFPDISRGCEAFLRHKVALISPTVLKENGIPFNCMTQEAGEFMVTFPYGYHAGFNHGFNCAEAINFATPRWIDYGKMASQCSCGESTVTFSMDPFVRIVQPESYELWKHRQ
KinaseGlo FLuc = Counterscreen for Luciferase (Kinase-Glo TM) Inhibition; Luciferin 4-monooxygenase (Photuris pensylvanica), Q27757; Kinase-Glo luciferase, ATP luminescence, 8 min; Potency, µM (doses to about 38.3 µM), without a hit: at the top dose activity change, negative = inhibition, most hits filed as inhibitors; hit rate 0.28% among 200,000; AID 1379, 2008; further: on the % scale 0 is the no-effect control and ±100 the full control effect; nearly all actives have a fitted effect of over 60% in size
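Inhibition of Kinase-Glo luciferase light generation was assessed at 10 uM ATP in pH 7.2 imidazole buffer, with luminescence measured after eight minutes at ambient temperature.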
NPSR antagonist = qHTS Assay for Antagonists of the Neuropeptide S Receptor: cAMP Signal Transduction; Q6W5P4; AID 1461, 2008; hit rate 1% among 220,000; CHO-NPSR cells, cAMP TR-FRET, antagonist mode; Potency, µM (top dose mostly 38.3 µM), for the others: at the top dose activity change, negative = inhibition, actives largely listed as inhibitors; further: on the % scale 0 is the no-effect control and ±100 the full control effect; nearly all actives have a fitted effect of over 50% in size; many of its hits are not listed in these tables
RECQ1 helicase = qHTS Assay for Inhibitors of RecQ-Like Dna Helicase 1 (RECQ1). ATP-dependent DNA helicase Q1 (Homo sapiens), P46063. RECQ1 DNA unwinding, red fluorescence kinetic read. Potency, µM (titrated, usually from 57.3 µM), for the others: top-dose activity, negative = inhibition, most hits filed as inhibitors. hit rate 0.54% among 240,000. AID 2549, 2010;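 further: plate controls were vehicle for no effect and no enzyme for full effect; nearly all actives have a fitted effect of over 30% in size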
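RECQ1T1 50 nM; forked duplex (20 bp + 30-nt ss tails) 200 nM, ATP 2 mM final; pH 8.0, 2 mM MgCl2, 2.5 ug/ml poly(dI-dC); 15 min compound preincubation; discontinuous kinetic read over 2 h at RT.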
GoLoco inh red = qHTS Assay for Inhibitors of RGS12 GoLoco Motif Activity (Red Fluorophore) | AID 880, 2007 | Gai1:RGS12 GoLoco peptide FP, rhodamine, 10 min | Potency, µM (series often up to 61.6 µM), inactives show top-dose activity, negative = inhibition, hits mostly inhibitors | hit rate 0.44% among 230,000 | Guanine nucleotide-binding protein G(i) subunit alpha-1 (Homo sapiens), P63096; active means well fitted inhibition curve with a large enough effect, not every such curve was filed as active; inactive means no such curve, though single readings can be large or run the other way; further: on the % scale 0 is the no-effect control and ±100 the full control effect; nearly all actives have a fitted effect of over 30% in size; many of its hits are not listed in these tables
Target sequence (P63096 whole entry, looked up): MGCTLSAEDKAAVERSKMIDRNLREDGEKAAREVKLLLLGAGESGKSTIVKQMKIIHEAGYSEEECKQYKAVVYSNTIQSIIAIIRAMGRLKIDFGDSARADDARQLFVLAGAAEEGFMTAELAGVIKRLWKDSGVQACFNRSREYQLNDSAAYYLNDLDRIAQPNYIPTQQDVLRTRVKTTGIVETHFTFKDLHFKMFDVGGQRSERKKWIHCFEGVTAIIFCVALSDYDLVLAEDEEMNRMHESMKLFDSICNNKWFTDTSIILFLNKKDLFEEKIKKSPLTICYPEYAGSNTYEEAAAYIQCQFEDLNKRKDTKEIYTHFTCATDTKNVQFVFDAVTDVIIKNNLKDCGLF
Epigenetic reg = Quantitative High-Throughput Screen for Regulators of Epigenetic Control; murine LDR cells, GFP reporter derepression, 30 h; Potency, µM (titrated, usually from 53.9 µM), inactives show at the top dose GFP activation, usual class: activators; hit rate 0.2% among 280,000; AID 1865, 2009; further: % of control where 0% means no effect; nearly all actives have a fitted effect of over 60% in size
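Readout is the number of GFP-expressing murine LDR cells, counted by cytometry following washing. Cells were treated with compound for 30 h at 37 C; the stably integrated CMV-GFP locus is normally silent.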
SMN2 splice up = qHTS Assay for Enhancers of SMN2 Splice Variant Expression; HEK293 SMN2-luciferase splicing reporter, luminescence, 30-36 h; hit rate 2.8% among 210,000; Potency, µM (titrated, usually from 46.1 µM), for the others: at the highest dose activity change, positive = activation, hits mostly activators; AID 1458, 2008; further: % of control where 0% means no effect; nearly all actives have a fitted effect of over 55% in size
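HEK293 cells carry an SMN2 […]–luciferase reporter in which exon 7 inclusion puts luciferase in frame. Cells were plated 10-12 h before compound addition, then incubated 30-36 h at 37C. ONE-Glo luminescence was read; sodium butyrate at 4.5 mM final served as control.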
IMPase Li inh = qHTS Assay for Identifying the Cell-Membrane Permeable IMPase Inhibitors: Potentiation with Lithium; CHO-M1 cells, IP1 TR-FRET (IP-One), carbachol + lithium; Potency, µM (doses to about 59.4 µM), inactives show at the top dose activity, negative = IMPase inhibition, usual class: inhibitors; hit rate 0.35% among 210,000; AID 1457, 2008;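 further: IP1 builds up when IMPase is blocked and the TR-FRET signal falls; plate controls were basal vehicle for no effect and high inhibitor control for full effect; nearly all actives have a fitted effect of over 50% in size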
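CHO cells stably expressing M1 receptor (2000/well) were cultured 16–30 h, then exposed to compounds with a small lithium addition for 30 min at 37C. IP1 was measured by TR-FRET competition; AC50 from Hill fits.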
Numbers without * were called inactive; i = inactive; ? = inconclusive; . = no result given; [ ] = another dose, or the depositor's remark. Unless noted, the call rests on the fitted dose curve; in most records, active means well fitted curve in the direction sought with a large enough effect; inconclusive means small, poorly fitted or top-dose-only effect, or another doubt; inactive means no such curve, though single readings can be large; an effect the other way counts as inactive or inconclusive. Potency means the concentration at half of the fitted maximal effect.

Value order – RECQ1 helicase	Epigenetic reg	IMPase Li inh	GoLoco inh red	NPSR antagonist	SMN2 splice up	KinaseGlo FLuc	JMJD2E inh
CC(NCCC1(Cc2ccccc2Cl)CCOC(C)(C)C1)c1cccs1 (stereo not given)
 : -9.9%	0.0%	.	4.7%	-18.8%	.	.	10.5%
Cc1c(C)c(C)c(CC2(C)CSC2)c(CC2(C)CSC2)c1C
 : .	.	4.9%	2.7%[14.2 µM]	.	-11.5%[9.22 µM]	-2.6%[7.66 µM]	.
CN(C)S(=O)(=O)c1cc(NC(=O)CN2CCN(c3ccccc3F)CC2)ccc1Cl
 : -3.1%	0.0%	11.0%	-7.9%	-15.2%	-34.2%[inhibitor]	-0.5%	-2.4%
CCCCN(CC)CCNC(=O)CN(C)S(=O)(=O)c1ccc2c(c1)c(=O)n(C)c(=O)n2C
 : -15.1%	-0.9%	11.4%[38.3 µM]	11.4%	-1.5%[46.1 µM]	-6.8%	1.1%	-16.1%
CCOCCCNC(=O)N[C@@H](C)C(=O)OC
 : 12.6%	0.0%	1.1%[38.3 µM]	-2.8%	10.5%[46.1 µM]	-9.8%	0.5%	5.6%
Cn1c(SCC(=O)N/N=C/c2cc([N+](=O)[O-])ccc2O)nnc1-c1ccccc1
 : 2.2%	-0.2%	.	-5.1%	4.6%	.	.	10µM*
COc1cc(C(=O)Nc2nnc(-c3sccc3C)s2)cc(OC)c1OC
 : -5.6%	0.0%	?	13.9%	-10.3%[46.1 µM]	19.3%	-1.0%	?
O=C(Nc1cccnc1)C1CCC(CNS(=O)(=O)c2cccc3nsnc23)CC1 (stereo not given)
 : -4.8%	0.0%	.	3.6%	-20.6%	.	.	11.2%
COC(=O)c1ccc(NC(=O)c2ccccc2N(C)S(C)(=O)=O)cc1
 : i	-1.0%	22.3%[38.3 µM]	1.8%	-0.6%[46.1 µM]	20.8%	-1.6%	-6.7%
COc1ccccc1Cn1c(=O)c2ccccc2n2c(SCC(=O)N3CCCCC3)nnc12
 : 3.7%	-1.0%	10µM*	1.9%	-11.0%	-7.7%	-1.5%	-2.8%
CCOC(=O)C1CCN(C(=O)c2c(-c3c(Cl)cccc3Cl)noc2C)CC1
 : -1.1%	0.0%	24.5%[38.3 µM]	2.5%	-3.2%[46.1 µM]	-10.6%	-0.8%	4.8%
COc1ccc(N2CC(C)Cn3c2nc2c3c(=O)n(Cc3ccccc3F)c(=O)n2C)c(OC)c1 (stereo not given)
 : -7.7%	-0.1%	22.5%[38.3 µM]	-5.8%	?	8.1%	-1.9%	?
CNC(=O)CN(C)S(=O)(=O)c1ccc(F)cc1
 : i	0.0%	-6.4%[38.3 µM]	2.9%	5.0%[46.1 µM]	22.8%	-0.9%	5.0%
CC(C)C[C@H](NC(=O)C1OC1C(=O)O)C(=O)NCCCCN=C(N)N (stereo not given in full)
 : -4.3%	-0.2%	13.6%	8.7%	-10.1%[46.1 µM]	9.2%	-9.3%	7.2%
O=C(Nn1c(Cc2cccs2)nc2ccccc2c1=O)c1cccs1
 : i	0.7%	-1.8%[38.3 µM]	0.1%	-4.0%[46.1 µM]	-3.4%	0.2%	-0.5%
CCCn1c(Nc2ccc(Cl)cc2)nc2ccccc21
 : 0.7%	0.0%	-18.3%[38.3 µM]	-1.9%	-13.4%[46.1 µM]	-5.4%	-3.0%	0.9%
Cc1noc(NS(=O)(=O)c2ccc(NC(=O)CS(=O)(=O)c3ccccc3)cc2)c1C
 : -2.3%	0.0%	25.2%[38.3 µM]	6.6%	-17.2%[46.1 µM]	3.2%	-0.2%	-0.1%
CCOC(=O)N1CCC(Nc2nc3ccccc3nc2NS(=O)(=O)c2ccc(Cl)cc2)CC1
 : -10.5%	-1.0%	2.5%[38.3 µM]	14.2%	-19.3%[46.1 µM]	.	4.9%	?
O=C(NNC(=O)c1cc2cc3ccccc3nc2s1)c1ccc(F)cc1
 : -0.7%	0.0%	-12.0%[38.3 µM]	51.1%[activator]	-20.0%[46.1 µM]	-7.0%	-2.0%	-23.4%
Cc1cc(C(F)(F)F)nn1CC(=O)N1CCCC1
 : -10.5%	4.2%	9.4%[38.3 µM]	1.7%	-18.0%[46.1 µM]	-2.4%	-11.5%	7.6%
Cc1ccc(C2c3c(oc4ccccc4c3=O)C(=O)N2c2nnc(C(C)C)s2)o1 (stereo not given)
 : i	0.9%	28.3%[38.3 µM]	-3.6%	-16.1%[46.1 µM]	4.4%	-3.9%	7.7%
CCC(Sc1nc(C)cc(C)n1)C(=O)Nc1ccc(S(N)(=O)=O)cc1 (stereo not given)
 : i	-2.6%	.	0.6%	-1.4%	.	.	1.5%
C=CCn1c(SCc2ccc(C#N)cc2)nnc1-c1cccc(OC)c1
 : 5.2%	-1.9%	2.9%[38.3 µM]	0.4%	-15.1%[46.1 µM]	-23.4%	0.1%	0.3%
CCCCC(NC(=O)c1ccc(Cl)cc1)C(=O)O (stereo not given)
 : i	-1.0%	16.6%[38.3 µM]	5.3%	-8.0%[46.1 µM]	16.7%	-14.0%	10.3%
CCCOc1ccc(CNC(=O)Cn2ncc3ccccc32)cc1
 : -2.8%	-1.1%	.	-0.2%	4.4%	.	.	1.6%
O=c1cc(NCCc2ccccc2)c2ccccc2o1
 : 10.1%	3.2%	10.5%	-1.5%	-0.9%	21.9%	-0.2%	5.2%
O=C(COC(=O)c1ccccc1C(=O)N1CCN(c2ccc(F)cc2)CC1)NCc1ccccc1
 : -7.2%	1.3%	23.7%[38.3 µM]	-0.9%	-18.2%[46.1 µM]	-21.4%	-2.8%	6.6%
CCOC(=O)c1cc(C)sc1/N=C/C1=C(O)CCCC1=O
 : -6.3%	-1.9%	-7.9%	0.9%	-4.6%	2.4%	0.0%	-1.8%
CC1CCN(C(=O)CSc2nnc(Cc3cccn3C)n2CCc2ccccc2)CC1
 : -0.1%	0.0%	6.1%	-17.6%	-13.9%	8.3%	-1.3%	-8.6%
CCOC(=O)NC(=O)c1cn(Nc2ccccc2C(F)(F)F)c(=O)[nH]c1=O
 : -4.9%	1.1%	.	-1.5%	-7.7%	.	.	-1.6%
COc1ccccc1C(=O)N1CCN(Cc2nc(CC3CC3)no2)CC1
 : 0.5%	-0.4%	2.3%	7.2%	5.2%	.	3.7%	-3.2%
Cn1c(=O)c(=O)n(C)c2cc(S(=O)(=O)N3CCc4ccccc43)ccc21
 : -6.7%	-0.9%	-23.2%[38.3 µM]	16.2%	-25.1%[46.1 µM]	-8.2%	-4.6%	-0.8%
O=C(CSc1cn(CCNC(=O)c2ccccc2)c2ccccc12)NCc1ccco1
 : -4.0%	-9.9%	8.3%[38.3 µM]	-2.7%	-24.4%[46.1 µM]	-44.3%[inhibitor]	2.8%	-11.4%
Cc1ccnc(SCCn2c(N3CCCCC3)nc3c2c(=O)n(C)c(=O)n3C)n1
 : -6.1%	-0.7%	-14.3%[38.3 µM]	14.9%	-7.1%[46.1 µM]	-16.0%	1.8%	2.7%
N#C/C(=C/c1cn(-c2ccccc2)nc1-c1cccc(OCc2ccccc2)c1)C(=O)NCCCn1ccnc1
 : -22.8%	-1.0%	6.6%	7.3%	-41.8%	-0.9%	-1.4%	?
Clc1ccc(NC2=NCCCCC2)cc1
 : -3.4%	-0.1%	22.6%[38.3 µM]	-14.0%	7.0%[46.1 µM]	14.2%	-1.8%	0.5%
CCCn1nc(C(=O)OCC(=O)NC(C)c2ccccc2)c2ccccc2c1=O (stereo not given)
 : 0.3%	-0.2%	4.2%	9.0%	-17.1%	8.8%	-0.8%	3.2%
O=C(CC1C(=O)OCC2CCCCN21)Nc1ccccc1C(F)(F)F (stereo not given)
 : -15.7%	0.0%	-5.5%	-2.5%	20.6%	16.1%	-1.1%	?
Cc1cc(N2C(=O)C(O)=C(C(=O)c3cccs3)C2c2ccccc2)no1 (stereo not given)
 : -10.5%	0.3%	14.1µM*	7.9%	?	-16.4%	0.9%	3.7%
COc1ccc(S(=O)(=O)N2CCC(C)CC2)cc1Br
 : -2.6%	0.0%	35.7%[38.3 µM]	0.3%	-23.2%[46.1 µM]	14.5%	4.4%	1.1%

Not all compounds are listed; count on the stated rates, not on these rows.
